TEAD-YAP inh = TEAD-YAP interaction inhibition | HEK-TIYL cells, TEAD-Gal4/YAP UAS-luciferase luminescence | inhibition, % at 9.12 µM | 1.4% of 640,000 active; in the data active means inhibition above about 32%;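 further: 0% = median of test compound wells and 100% = reference inhibitor wells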
FBW7 activator = activators of human E3 ligase FBW7 | AID 1259310 | 0.13% of 650,000 active | AlphaScreen FBW7–phospho-cyclin E peptide binding, activator screen | Q969H0 | normalized activity (activation), % at 26.1 µM; in the data active means normalized activity above about 1.9%;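 further: purified mutant Fbw7 with reduced substrate affinity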
Target sequence (Q969H0 whole entry, looked up): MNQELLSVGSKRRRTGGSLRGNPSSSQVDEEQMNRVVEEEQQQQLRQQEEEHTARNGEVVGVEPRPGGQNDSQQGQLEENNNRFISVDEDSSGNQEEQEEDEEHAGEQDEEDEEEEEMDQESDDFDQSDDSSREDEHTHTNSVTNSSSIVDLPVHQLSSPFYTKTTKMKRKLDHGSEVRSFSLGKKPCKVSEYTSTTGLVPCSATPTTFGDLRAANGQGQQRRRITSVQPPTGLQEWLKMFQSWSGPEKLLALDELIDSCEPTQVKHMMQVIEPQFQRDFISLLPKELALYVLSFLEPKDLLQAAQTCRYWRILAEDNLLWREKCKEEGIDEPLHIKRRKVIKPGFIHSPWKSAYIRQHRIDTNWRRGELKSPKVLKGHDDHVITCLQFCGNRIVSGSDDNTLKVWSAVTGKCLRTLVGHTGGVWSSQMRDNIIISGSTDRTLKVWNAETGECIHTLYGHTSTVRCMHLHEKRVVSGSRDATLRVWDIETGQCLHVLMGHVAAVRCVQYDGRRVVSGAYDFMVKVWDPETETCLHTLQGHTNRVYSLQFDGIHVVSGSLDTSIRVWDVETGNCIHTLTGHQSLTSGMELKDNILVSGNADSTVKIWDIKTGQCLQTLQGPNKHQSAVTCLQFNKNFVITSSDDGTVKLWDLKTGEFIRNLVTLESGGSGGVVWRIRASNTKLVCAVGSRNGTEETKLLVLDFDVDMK
GPR151 activ = activators of human GPR151 | activation, % at 11.2 µM | AID 1508602 | PathHunter beta-arrestin GPR151 cells, luminescence | 1% of 650,000 active | Q8TDV0; in the data active means activation above about 4.9%;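 further: 0% = median of compound wells and 100% = cells with positive control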
MITF inh = blocks human microphthalmia-associated transcription factor; O75030; AlphaScreen MITF homodimerization, bead proximity signal; inhibition, % at 2.6 µM; 0.91% of 650,000 active; AID 1259374; in the data active means inhibition above about 50%;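 further: 0% = vehicle wells with protein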
Numbers without * were called inactive.

SMILES | TEAD-YAP inh | FBW7 activator | GPR151 activ | MITF inh
CC1(C)CC(=O)C2=C(C1)Nc1nc3ccccc3n1C2c1ccccc1[N+](=O)[O-] (stereo not given) | -7 | 0.0 | -1.6 | -5
CCOC(=O)c1ccc(N2C(=S)NC3c4cc(Cl)ccc4OC2(C)C3C(=O)N(C)C)cc1 (stereo not given) | 14 | 0.0 | 0.7 | 24
CCOc1ccc(C2Sc3ccccc3NC3=C2C(=O)OC3)cc1 (stereo not given) | 3 | 0.0 | 0.1 | -12
Cn1c(=O)c2c(nc3n(-c4ccc5c(c4)OCO5)c(-c4ccccc4)cn23)n(C)c1=O | -8 | 0.0 | -0.1 | 4
O=C(CCCSc1ccccc1)Nc1ccc(S(=O)(=O)Nc2ncccn2)cc1 | -5 | -0.1 | 0.8 | 1
COc1ccc(-c2cccc(C(=O)NCCc3ccc(O)cc3)n2)cc1 | 23 | -0.1 | 0.3 | 8
CCCC1CCC(C(=O)Nn2c(-c3ccc(Br)cc3)nc3ccccc3c2=O)CC1 (stereo not given) | 1 | 0.3 | -0.9 | 1
Cc1cc(Nc2cccc(C(=O)O)c2)c2cccc(C)c2n1 | 1 | 0.0 | 1.6 | 10
CC(C)N(C(=O)c1ccc(C(=O)N(C)C)cc1)C(C)C | -4 | -0.2 | 0.7 | -28
COc1ccc(CNC(=O)CC(C)=O)cc1 | 3 | 0.1 | 1.2 | -1
COc1ccc2[nH]c(=O)c(CN(CCO)S(=O)(=O)c3ccc(C(C)(C)C)cc3)cc2c1 | 0 | 0.1 | 0.9 | 7
CCOc1ccc(NC(=O)CN(C)CC(=O)NC(C)c2ccccc2)cc1OCC (stereo not given) | -1 | 0.0 | -1.7 | 5
CCOC(=O)c1c(C)oc2ccc(OCc3ccc([N+](=O)[O-])cc3)cc12 | 7 | 0.6 | -1.8 | 5
C=CCN1C(=O)/C(=C\c2ccc(C)s2)C(=O)NC1=S | 3 | -0.5 | 0.2 | -5
Cc1ccc2c(c1)C(C)(c1ccccc1)CC(C)(C)N2C(=O)c1cccc([N+](=O)[O-])c1 (stereo not given) | 4 | 0.2 | -0.5 | 8
COc1ccc(Cl)cc1N(CC(=O)NCCSCc1ccccc1)S(C)(=O)=O | 15 | -0.2 | 1.2 | -15
CC1CCC(C(C)C)C(OCC(O)CN2CCC(CN3C(=O)c4cccc5cccc(c45)C3=O)CC2)C1 (stereo not given) | 6 | -0.4 | 0.3 | -5
CCOC(=O)c1ccc2nc(C(F)(F)F)nc(NCCCO)c2c1 | 21 | -0.1 | -0.8 | 4
Cc1cccc2c(=O)c(C(=O)NCCO)c[nH]c12 | 1 | -0.1 | -0.1 | 12
CCN(CC)c1nc(NCc2ccccc2)nc(Nc2ccc(C(F)(F)F)cc2)n1 | -7 | 0.0 | -0.2 | 4

Three entries already listed, ordered by length of the SMILES, highest first:
SMILES | TEAD-YAP inh | FBW7 activator | GPR151 activ | MITF inh
CC1CCC(C(C)C)C(OCC(O)CN2CCC(CN3C(=O)c4cccc5cccc(c45)C3=O)CC2)C1 (stereo not given) | 6 | -0.4 | 0.3 | -5
O=C(CCCSc1ccccc1)Nc1ccc(S(=O)(=O)Nc2ncccn2)cc1 | -5 | -0.1 | 0.8 | 1
COc1ccc(-c2cccc(C(=O)NCCc3ccc(O)cc3)n2)cc1 | 23 | -0.1 | 0.3 | 8

(list continues)
SMILES | TEAD-YAP inh | FBW7 activator | GPR151 activ | MITF inh
O=C(Nc1ccc2c(c1)oc1ccccc12)c1ccc(Br)o1 | -66 | -0.3 | -1.2 | 12
C=CCOc1ccccc1CN1CCC(CCC(=O)NCCOC)CC1 | -7 | -0.1 | -0.9 | 18
COCC1CCCN(C(=O)c2ccc3cc[nH]c3c2)C1 (stereo not given) | 1 | -0.1 | -0.9 | -6
CSc1nsc(SC)c1C(=O)Nc1ccc(Br)cc1 | 1 | 0.0 | -0.8 | 5
Cc1ccc(OCC(O)CN2CCCC(C)C2)c(C)c1 (stereo not given) | 9 | 0.0 | 0.5 | -18
O=C(COc1ccc2ccccc2c1)NNC(=O)c1ccccc1O | 4 | -0.7 | -0.2 | 0
C/C(=N\NC(=O)CNC(=O)c1cccnc1)c1cccc(O)c1 | 5 | 0.1 | -1.3 | 0
COCCCNC(=O)c1cc(-c2ccc(F)cc2)c[nH]1 | -12 | 0.0 | 0.0 | 11
O=C1N[C@@H](Cc2ccccc2)C(=O)N2CCN(C(=O)NCc3ccccc3)C[C@H]12 | 8 | -0.2 | -0.4 | 77*
COc1ccc(Cc2nnc(SC)[nH]c2=O)cc1 | 12 | 0.2 | -1.0 | 9
Cc1cnc2c(c1NCCc1c[nH]c3ccccc13)c(=O)n(C)c(=O)n2C | 6 | 0.3 | -1.0 | 13
Cc1ccnc2nc(C(=O)OCC(=O)Nc3ccc(-c4ccccc4)cc3)nn12 | -3 | -0.1 | 2.1 | 0
CCOC(=O)/C(C=Nc1ccc(Cl)c(Cl)c1)=C(\C)O | -3 | -0.1 | 0.1 | -1
c1ccc2cc(CNc3ccc4c(c3)OCO4)ccc2c1 | -8 | 0.1 | -0.3 | 16
COc1ccc(C(=O)Nc2sc(C(=O)Nc3ccccc3OC)c(C)c2C#N)cc1 | -4 | 1.3 | -0.6 | 14
Cc1cccc(OCC(=O)Nc2ccccc2CO)c1C | -11 | 0.2 | 3.5 | 6
CCN(CC)S(=O)(=O)c1ccc(C(=O)NCc2nnc(SCC(=O)Nc3nccs3)n2-c2cccc(C)c2)cc1 | -8 | 0.0 | -0.6 | -12
COc1ccc(N2CCN(c3cc(C)nc4ncnn34)CC2)cc1 | 6 | -0.2 | 0.4 | 5
Cc1cc(C)c2c(n1)sc1c(=O)n(CC(=O)NC3CCCC3)cnc12 | -3 | -0.2 | -0.3 | -8
O=C(OCC(=O)N1CCc2ccccc21)c1ccccn1 | -11 | 0.1 | -0.8 | 11
CCc1ccc(OCC2c3cc(OC)c(OC)cc3CCN2C(=O)c2ccc(S(=O)(=O)N3CCCCC3)cc2)cc1 (stereo not given) | 12 | 0.1 | -0.6 | 17
COC(=O)c1sccc1NC(=O)COc1ccc(F)cc1Cl | -15 | -0.1 | -1.4 | -2
Cc1nc(N2CCN(c3ccccn3)CC2)c2c(C)c(C(=O)Nc3c(F)cc(F)cc3Br)sc2n1 | 0 | 0.0 | 0.6 | 8
Cn1c(SCC(=O)O)nnc1-c1ccccc1F | 4 | -0.1 | 1.2 | -8
Cc1cc(=O)nc2s/c(=C\c3cccc([N+](=O)[O-])c3)c(=O)n12 | -3 | -0.2 | -0.2 | -4
COc1ccc(OC)c(C2SCCN2S(=O)(=O)c2cccc(C(F)(F)F)c2)c1 (stereo not given) | -7 | 0.2 | 0.5 | 8
CCOC(=O)NC(=O)CSc1nc2ccccc2o1 | 3 | -0.1 | -1.9 | -1
CCOc1ccc(C(F)(F)F)cc1NC(=O)c1ccco1 | -9 | 0.0 | -0.9 | 19
CCCc1ccc(-c2ccc(C(=O)N3CCOCC3)cc2)nc1 | -61 | -0.2 | -3.6 | -1
NC(=O)CSc1cn(Cc2ccc(F)cc2)c2ccccc12 | 9 | -0.1 | 0.1 | 1
Nc1nc(Oc2ccccc2F)cc(=O)[nH]1 | -7 | 1.1 | -1.0 | 17
Cc1ccc(-n2c(/C=C/c3cccc4ccccc34)nc3ccccc3c2=O)cc1C | -1 | 0.2 | 0.3 | -19
COc1ccc(C2=N/C(=C\c3ccc(C(C)C)cc3)C(=O)O2)c(Br)c1 | 9 | 0.1 | -1.2 | -7
COC(NC(=O)c1ccccc1)c1ccccc1 (stereo not given) | 10 | 0.0 | -0.7 | 15
CCCCC(=O)Nc1ccc(C(=O)NNC(=S)Nc2ccccc2)cc1 | -6 | 0.2 | -1.2 | 11
COc1cc(OC)cc(C(=O)NC(=S)Nc2ccccc2OC)c1 | -17 | -0.1 | 0.0 | -8
N/C(Cc1ccc(Cl)cc1)=N\OC(=O)/C=C/c1ccccc1 | -5 | 0.8 | -0.8 | 13
Cc1cc(C)c2c(c1)CC(C)(C)c1nc3ccccc3nc1-2 | -2 | -0.2 | 0.2 | 5
O=C(Cc1c(F)cccc1Cl)Nc1nc2ccccc2[nH]1 | -6 | 0.6 | -1.7 | 1
O=C(Cc1ccccc1)N1CCC(N2CCN(Cc3ccccc3)CC2)CC1 | 6 | 0.0 | 1.5 | 66*

Profiles from above:
`Cc1nc(N2CCN(c3ccccn3)CC2)c2c(C)c(C(=O)Nc3c(F)cc(F)cc3Br)sc2n1` as listed: TEAD-YAP inh: 0; FBW7 activator: 0.0; GPR151 activ: 0.6; MITF inh: 8
`Nc1nc(Oc2ccccc2F)cc(=O)[nH]1` as listed: TEAD-YAP inh: -7; FBW7 activator: 1.1; GPR151 activ: -1.0; MITF inh: 17
`CCOc1ccc(C(F)(F)F)cc1NC(=O)c1ccco1` as listed: TEAD-YAP inh: -9; FBW7 activator: 0.0; GPR151 activ: -0.9; MITF inh: 19

At a glance, 3 of the compounds above.
SMILES | TEAD-YAP inh | FBW7 activator | GPR151 activ | MITF inh
CCOC(=O)NC(=O)CSc1nc2ccccc2o1 | 3 | -0.1 | -1.9 | -1
CCOc1ccc(C(F)(F)F)cc1NC(=O)c1ccco1 | -9 | 0.0 | -0.9 | 19
CCCc1ccc(-c2ccc(C(=O)N3CCOCC3)cc2)nc1 | -61 | -0.2 | -3.6 | -1

Other compounds follow:
SMILES | TEAD-YAP inh | FBW7 activator | GPR151 activ | MITF inh
Cc1ccc(C(=O)N/N=C\c2cccc([N+](=O)[O-])c2O)cn1 | 9 | -0.7 | 2.2 | 43
Cc1ccc(S(=O)(=O)Cc2ccc(C(=O)O)o2)cc1 | -2 | -0.3 | 3.4 | 40
CN(CCC1CCOCC1)C(=O)c1cccc(OC2CCN(CC(C)(C)C)CC2)c1 | 6 | -0.3 | -0.5 | -2
COc1cc(/C=C2\C(=O)N(c3ccccc3)N=C2C)ccc1Oc1ccc([N+](=O)[O-])cn1 | 7 | 0.4 | 1.8 | -9
Cc1ccc2c(c1)NC(=O)C(CC(=O)NC1CCCC1)O2 (stereo not given) | -9 | -0.1 | 3.2 | -12
O=C(NCc1ccccc1)c1ccc(CSCc2c(F)cccc2Cl)o1 | 5 | 0.0 | 0.1 | -3
CCCOC(=O)C1=C(C)NC(=O)NC1c1ccccc1Cl (stereo not given) | -8 | 0.0 | -0.4 | -5
COc1ccccc1CNC(=O)Cn1cnc2sc(C(=O)O)c(C)c2c1=O | -26 | 0.6 | -0.5 | 4
C=C(C)c1cccc(C(C)(C)NC(=O)Nc2cccnc2)c1 | 1 | -0.1 | 0.7 | 9
OCCSc1ncnc2sc3c(c12)CCCC3 | 7 | 0.4 | -0.9 | 10
CCc1nccn1CC1CCN(C(=O)c2cc3ccccc3[nH]2)CC1 | -19 | 0.1 | -1.6 | 6
Cc1nnc(-c2cccc(NC(=O)C3CCN(CC4CC=CCC4)CC3)c2)s1 (stereo not given) | 21 | 0.3 | -0.4 | 7
COc1ccc(OC)c(C2NC(=O)C(C#N)=C(S)N2c2ccccc2)c1 (stereo not given) | 0 | 0.2 | -1.2 | 13
CCN(c1ccccc1)S(=O)(=O)c1cc2c(cc1Cl)N(C(C)=O)CCO2 | -10 | 0.1 | -1.4 | -1
O=C1NC(=O)C(Cc2ccccc2)(C2CCN(Cc3nc(-c4ccccc4)cs3)CC2)N1 (stereo not given) | 1 | 0.0 | -2.0 | -4
CN(C)c1ccc(/C=N/NC(=O)C(=O)N/N=C/c2ccc(N(C)C)cc2)cc1 | -5 | -0.1 | 0.0 | 7
COc1ccc(-c2nc(NCc3nc4ccccc4[nH]3)c3ncn(-c4ccsc4)c3n2)cc1 | 27 | 0.1 | 1.0 | 16
FC(F)(F)c1cccc(-n2cc(-c3ccccc3)c3c(NCC4CCCO4)ncnc32)c1 (stereo not given) | -1 | 0.1 | 2.8 | -3
CCOC(=O)c1sc2nc(Cc3ccccc3)nc(NCc3ccccc3)c2c1C | 0 | 0.0 | 1.8 | 0
COc1ccccc1N(CC(=O)N1CCC(C(N)=O)CC1)S(=O)(=O)c1ccc(C)cc1 | -1 | -0.2 | -0.1 | -12
O=C1OC(c2ccccc2)=N/C1=C\c1ccc(I)o1 | 0 | 0.0 | 0.2 | 4
Cc1cc2c(cc1C)NC(=O)CC(c1ccccc1O)=N2 | -1 | 0.0 | 2.1 | -3
O=C(Cc1cn(-c2ccc(NCCN3CCOCC3)nn2)c2ccccc12)NCc1ccccc1 | -10 | 0.0 | -1.2 | 12
O=C(Oc1ccc(OC(=O)c2c(Cl)nsc2Cl)cc1)c1c(Cl)nsc1Cl | -13 | -0.4 | 0.1 | -1
O=Cc1ccc(-c2ccc(NCc3c(F)cccc3F)nc2)cc1 | -33 | 0.0 | 1.0 | 7
O=C(c1ccccc1)N1N=C(c2ccco2)CC1c1ccco1 (stereo not given) | 5 | 0.0 | -1.6 | 15
S=c1[nH]nc(-c2cccs2)n1C1CC1 | 2 | 0.0 | -0.3 | -1
Cc1c(Cl)cccc1NC(=O)/C(C#N)=C/c1ccc(C(=O)O)cc1 | -5 | -0.1 | -0.5 | -11
COc1cc(C(=O)Nc2ccc(S(=O)(=O)Nc3cnc4ccccc4n3)cc2)cc(OC)c1OC | 11 | 0.3 | 1.2 | 18
Cc1onc(-c2ccccc2Cl)c1C(=O)NC1CCCC1 | -6 | -0.1 | 0.6 | 3
